# Source: PubChem
# Mito fusion act = blocks mitochondrial division or promotes mitochondrial fusion. S. cerevisiae fusion-defective mutant growth rescue, CellTiterGlo 48 h. Potency, µM (doses to about 46.1 µM), for the others: at the highest dose growth rescue (activation), most hits filed as activators. 320,000 tested, 0.23% active;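 note: potency is the fitted concentration of half-maximal effect; % of control where 0% means no effect; nearly all actives have a fitted effect of over 45% in size; temperature-sensitive fusion mutants such as fzo1-1 at 37 °C on non-fermentable ethanol glycerol medium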
#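 Growth-rescue viability read-out: after 48 h at the non-permissive 37C in glycerol/ethanol YPEG, yeast mitochondrial fusion mutants are measured by CellTiterGlo luminescence; compounds (23 nl pinned per well) restoring growth score as division inhibitors or fusion activators.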
# ELG1 repair inh = ELG1-dependent DNA repair inhibition; HEK293T ELG1-luciferase reporter, luminescence, 16 h; DNA damage induced by 5-fluorouridine; Potency, µM (highest dose often 46.1 µM), for inactives: at the highest dose activity change, negative = inhibition, actives largely listed as inhibitors; 330,000 tested, 2.3% active; note: potency is the fitted concentration of half-maximal effect; % is set by controls: 0 for no effect and ±100 for the full control effect; nearly all actives have a fitted effect of over 55% in size
#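 5-Fluorouridine DNA damage + compound/DMSO, 2,000 cells/well, 16 h, 37 °C/5% CO2. ONE-Glo, 30 min RT, luminescence. Readout = decrease in reporter signal.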
# RORg inh = inhibitors of mouse ROR gamma transcriptional activity; P51450; Drosophila S2 Gal4-RORgamma UAS-luciferase reporter, 20 h; Potency, µM (titrated, usually from 53.6 µM), for the others: at the top dose activity change, negative = inhibition, hits mostly inhibitors; 310,000 tested, 5.4% active; AID 2551; note: potency is the fitted concentration of half-maximal effect; % is set by controls: 0 for no effect and ±100 for the full control effect; nearly all actives have a fitted effect of over 60% in size
# Target sequence (P51450 whole entry, looked up, the tested form may be a part): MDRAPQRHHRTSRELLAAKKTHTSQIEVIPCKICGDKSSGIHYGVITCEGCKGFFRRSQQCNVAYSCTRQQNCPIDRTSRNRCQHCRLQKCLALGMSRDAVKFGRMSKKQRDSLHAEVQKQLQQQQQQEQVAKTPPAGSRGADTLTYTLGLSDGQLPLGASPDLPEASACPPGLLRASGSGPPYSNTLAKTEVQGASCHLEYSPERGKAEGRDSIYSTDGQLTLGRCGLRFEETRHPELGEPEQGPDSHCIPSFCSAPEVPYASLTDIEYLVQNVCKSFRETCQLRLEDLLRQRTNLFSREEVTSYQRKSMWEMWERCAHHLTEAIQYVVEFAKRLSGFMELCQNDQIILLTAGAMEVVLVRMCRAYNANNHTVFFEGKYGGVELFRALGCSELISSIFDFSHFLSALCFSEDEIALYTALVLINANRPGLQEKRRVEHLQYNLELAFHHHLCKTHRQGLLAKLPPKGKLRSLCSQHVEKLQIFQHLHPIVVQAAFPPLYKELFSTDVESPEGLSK
#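 Schneider cells (Drosophila), stable Gal4 DBD–ROR gamma + UAS-luc; 1 hr cmpd preincubation; Cu2+ induction 700 uM final; 20 hr ambient; luminescence.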
# NPC1 prom act = NPC1 promoter activation | 320,000 tested, 2.4% active | Huh7 NPC1 promoter luciferase reporter, 24 h | Potency, µM (doses to about 9.22 µM), without a hit: top-dose activation, usual class: activators;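 note: potency is the fitted concentration of half-maximal effect; % of control where 0% means no effect; nearly all actives have a fitted effect of over 60% in size; reporter is driven by a mutant NPC1 promoter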
#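 Readout is luciferase luminescence, reflecting NPC1 promoter activation in stably transfected Huh7 cells after 24 h compound exposure at 37 °C in reduced-serum medium with 10% FBS.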
# Menin-MLL TR inh = displaces Texas Red mutant MLL peptide from human menin. 270,000 tested, 0.23% active. Menin + Texas Red MLL mutant peptide, fluorescence polarization. O00255. Potency, µM (doses to about 61.6 µM), without a hit: at the highest dose FP activity change, negative = inhibition, most hits filed as inhibitors; active = well fitted inhibition curve with a large enough effect in the polarisation, with a control signal flat, not every such curve was filed as active; inconclusive = small, poorly fitted or top-dose-only effect, or effect the other way, or a change in a side signal; inactive = no such curve, though single readings can be large or run the other way; the % refers to the polarisation; note: potency is the fitted concentration of half-maximal effect; % of control where 0% means no effect; many of its hits are not listed in these tables
# KCNH2 3.1 block = inhibitors of human KCNH2 3.1 potassium channel isoform. U2OS KCNH2 3.1, thallium flux FluxOr; hits give low values. activity change, % (tested at about 1.8 µM). 340,000 tested, 0.95% active;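 active = maximum activity change below -70%; inconclusive = maximum activity change from -70% to -50%; inactive = maximum activity change above -50%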;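 note: thallium influx rate constant from kinetic fluorescence after stimulation buffer; % is set by controls: 0 for no effect and ±100 for the full control effect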
#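 Kinetic fluorescence (2 min after stimulation buffer) measures Tl+ influx through KCNH2 3.1 expressed by viral transduction in U2OS cells; the rate constant is normalized against DMSO controls serving as positive and negative references.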
# FLuc modulator = inhibits or activates purified firefly luciferase, miR-21 counter-screen | AID 588342 | 360,000 tested, 6.9% active | Potency, µM (series often up to 57.5 µM), for the others: top-dose activity change, negative = inhibition, actives largely listed as inhibitors | purified FLuc, Km substrates, luminescence inhibition;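 note: potency is the fitted concentration of half-maximal effect; plate controls were vehicle for no effect and reference inhibitor for full effect; nearly all actives have a fitted effect of over 55% in size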
# Target sequence (P08659 whole entry, looked up): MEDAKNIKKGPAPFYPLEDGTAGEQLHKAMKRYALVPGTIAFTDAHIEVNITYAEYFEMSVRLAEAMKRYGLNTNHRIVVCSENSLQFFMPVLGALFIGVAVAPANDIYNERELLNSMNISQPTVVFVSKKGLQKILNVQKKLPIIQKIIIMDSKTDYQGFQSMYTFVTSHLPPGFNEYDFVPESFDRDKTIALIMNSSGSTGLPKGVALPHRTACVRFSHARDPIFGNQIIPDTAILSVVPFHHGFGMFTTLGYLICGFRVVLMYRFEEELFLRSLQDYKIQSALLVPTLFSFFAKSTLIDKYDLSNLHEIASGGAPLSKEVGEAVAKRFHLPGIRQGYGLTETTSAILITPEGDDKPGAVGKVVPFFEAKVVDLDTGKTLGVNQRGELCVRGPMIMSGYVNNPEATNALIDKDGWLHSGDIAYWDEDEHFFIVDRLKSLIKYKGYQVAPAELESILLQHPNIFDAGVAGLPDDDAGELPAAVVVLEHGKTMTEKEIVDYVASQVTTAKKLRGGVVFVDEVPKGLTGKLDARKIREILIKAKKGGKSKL
#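 Purified P. pyralis luciferase (10nM final) with 10uM D-luciferin and 10uM ATP (Km levels) in 50mM Tris acetate pH 7.5, 10mM Mg acetate, 0.01% Tween-20, 0.05% BSA; qHTS 6-point titration, ~60 µM downward; luminescence read.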
# PKM2 act = activators of human pyruvate kinase M2 | purified PKM2, Kinase-Glo ATP luminescence, activation; response scale: 0% is enzyme alone, no compound | Potency, µM (titrated, usually from 57.5 µM), without a hit: top-dose activation, actives largely listed as activators | 260,000 tested, 0.34% active; note: potency is the fitted concentration of half-maximal effect; % is set by controls: 0 for no effect and ±100 for the full control effect; nearly all actives have a fitted effect of over 55% in size
#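 Kinase-Glo luminescence reports ATP generated from ADP (0.1 mM) and PEP (0.5 mM) by purified hPK-M2 after 1 h at room temperature, pH 7.2 imidazole buffer; intermediate enzyme activity allows detecting inhibitors and activators.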
# MBNL1 CUG block = inhibitors of human MBNL1 binding to CUG repeat RNA. Q9NR56. TR-FRET MBNL1-His/biotin-(CUG)12 binding, 665/545 ratio. Potency, µM (series often up to 57.5 µM), without a hit: at the highest dose activity change, negative = inhibition, hits mostly inhibitors. 280,000 tested, 0.036% active. AID 2675; active = well fitted inhibition curve with a large enough effect in the signal ratio, with a control signal flat, not every such curve was filed as active; inconclusive = small, poorly fitted or top-dose-only effect, or effect the other way, or a change in a side signal; inactive = no such curve, though single readings can be large or run the other way; the % refers to the signal ratio; note: potency is the fitted concentration of half-maximal effect; % is set by controls: 0 for no effect and ±100 for the full control effect
#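 His-tagged MBNL1 binding to biotinylated (CUG)12 RNA was measured by TR-FRET using terbium anti-His antibody (0.055 ng/ul final) and streptavidin-XL665 (5 nM final). Compounds were titrated 92 nM to 58 uM; 60 min at room temperature.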
# Rab9 promoter act = activators of Rab9 promoter | Huh7 Rab9 promoter-luciferase reporter, luminescence, 24 h | Potency, µM (series often up to 9.22 µM), inactives show at the highest dose activation, negative = inhibition, usual class: activators | 320,000 tested, 2.8% active; note: potency is the fitted concentration of half-maximal effect; % of control where 0% means no effect; nearly all actives have a fitted effect of over 60% in size
#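 Luminescence from Amplite-detected luciferase (10 minutes, ambient) reports Rab9 promoter activation. Before that, stable Rab9-luciferase Huh7 cells (1500/well, reduced-serum OP-MEM I plus 10% FBS) were exposed to compound for 24 hours at 37C.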
# Gal4-VP16 FLuc = counter-screen for ROR gamma inhibitors: Gal4-VP16 reporter | Drosophila S2 Gal4-VP16 UAS-luciferase, luminescence, 20 h | Potency, µM (titrated, usually from 53.6 µM), inactives show top-dose activity, negative = inhibition, most hits filed as inhibitors | 310,000 tested, 3.5% active | AID 2546;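 note: Gal4-VP16 expression switched on by copper sulfate through the metallothionein promoter; potency is the fitted concentration of half-maximal effect; % is set by controls: 0 for no effect and ±100 for the full control effect; nearly all actives have a fitted effect of over 50% in size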
# Starred values were filed as active, the others as inactive; ? = inconclusive; / = not tested or not shown; & = joins results of further samples; [ ] = dose if it differs, or a comment. Unless noted, calls come from the whole dose curve; as a rule, active = well fitted curve in the direction sought with a large enough effect; inconclusive = small, poorly fitted or top-dose-only effect, or another doubt; inactive = no such curve, though single readings can be large; an effect the other way counts as inactive or inconclusive. These rows are one share of the data (hit frequency here may not be typical).
SMILES,Mito fusion act,ELG1 repair inh,RORg inh,NPC1 prom act,Menin-MLL TR inh,KCNH2 3.1 block,FLuc modulator,PKM2 act,MBNL1 CUG block,Rab9 promoter act,Gal4-VP16 FLuc
CCO[C@@H]1OC(C(=O)N2CCN(C)CC2)=C[C@H](c2coc3ccccc3c2=O)[C@H]1CCCO,-1%,0%,2%,-5%,13%,/,-1%,2%,-9%,-4%,-8%
CCCNC(=O)Nc1nccs1,2%,8%,-2%,1%,-11%,-4,0%,2%,-2%,-4%,-2%
CCOC(=O)NC(Nc1cc(C)ccn1)(C(F)(F)F)C(F)(F)F,5%,-13%,-5%,0%,14%,-21,2%,-2%,3%,-6%,-9%
O=C(CSc1nnc(NC(=O)c2ccccc2Cl)s1)Nc1ccc2c(c1)oc1ccccc12,-6%,?,-23%,3.5µM*,?,/,0.95µM*,6%,?,?,-15%
COCC1CCCCN1C(=O)c1cccc(OC2CCN(S(C)(=O)=O)CC2)c1 (centres undefined),3%,7%,5%,-3%,/,7,-4%,/,3%,-4%,10%
CNS(=O)(=O)c1cccc(C(=O)OCC(=O)c2ccc[nH]2)c1,5%,9%,/,-1%,/,-3,-8%,/,/,8%,/
Cc1cccc(N/C(N)=N/c2nc(C)cc(C)n2)c1,0%,-7%,-18%,2%,/,3,1%,-1%,-6%,1%,3%
CN1CCC(OC(=O)COc2ccccc2)CC1,3%,0%,-2%,-4%,25%,2,1%,-2%,-6%,-7%,-2%
Cc1ccc([C@@H]2[C@@H]3C(=O)N(C)C(=O)[C@@H]3[C@]3(Cc4ccccc4)C(=O)N(Cc4ccccc4)CC(=O)N23)o1,-2%,-12%,4%,2%,-1%,6,0%,-2%,-1%,-1%,5%
CCCCNC(=O)COC(=O)c1ccc(Cl)c(S(=O)(=O)N2CCCC2)c1,9%,?,8%,3%,3%,-14,?,?,-4%,-2%,-4%
COc1ccc(NC(=O)c2cccc(OC(F)F)c2)cc1Cl,1%,?,23%,3.5µM*,?,-6,11µM*,-19%,-2%,2.2µM*,17%
COc1ccc(-n2c(C)cc(C(=O)CCl)c2C)cc1,3%,28%,13µM*,-19%,?,-4,-9%,-1%,-7%,-38%[inhibitor],?
c1ccc(N2CCOCCOCCOCCOCCOCC2)cc1,-7%,0%,-1%,-1%,9%,-2,5%,4%,0%,-7%,-8%
O=C(c1ccco1)N1CCCN(Cc2cn[nH]c2-c2ccc(-c3ccccc3)cc2)CC1,-1%,?,19%,4%,-20%,-50,?,3%,-13%,16%,-23%
Cc1cc2oc(=O)cc(CSc3nc(N)cc(N)n3)c2cc1C(C)C,-1%,-15%,14%,1%,4%,-15,0%,1%,9%,-5%,17%
CC(C)n1ncc2c(C(=O)O)cc(C3CC3)nc21,1%,-2%,9%,-1%,/,-1,-2%,1%,4%,-2%,3%
COCc1c(C(=O)N2CCN(Cc3nc4ccccc4s3)CC2)oc2ccccc12,7%,2%,/,2%,/,-15,?,/,/,7%,/
O=C(NCCc1ccc(Cl)cc1)C1CCN(c2ncccn2)CC1,1%,-1%,1%,1%,-3%,-2,?,10%,-5%,2%,4%
Cc1ccc(S(=O)(=O)NCCCCCC(=O)Nc2c(C)n(C)n(-c3ccccc3)c2=O)cc1,5%,-5%,?,-8%,-22%,-1,5%,0%,-1%,2%,-23%
O=C(CSc1nnc2ccc(-c3ccccn3)nn12)Nc1ccc(F)cc1F,-1%,-8%,/,-8%,/,-5,0%,/,/,-5%,/
Cc1ccccc1OCC(=O)N/N=C/c1cccc2cccnc12,-2%,-24%,11µM*,-3%,/,/,-15%,1%,17%,3%,14µM*
Cn1c(SCC(=O)NCC2CCCO2)nc2c([nH]c3ccccc32)c1=O (centres undefined),2%,?,2%,-2%,-8%,-16,3%,-1%,-4%,-1%,-6%
COc1ccc(C(=O)NCC2(c3ccccc3)CCOCC2)cc1,-5%,?,?,13%,/,7,-7%,-9%,-12%,21%,-15%
COc1ccc(N2CCN(CCNC(=O)Nc3cccc(C)c3C)CC2)cc1,-2%,9%,6%,-1%,-7%,-5,-1%,/,?,-4%,3%
Cc1ccc(S(=O)(=O)Nc2ccncc2)c(C)c1,0%,2%,-13%,-6%,6%,-5,-2%,/,-5%,-6%,-2%
O=c1c(Cl)nc2cc(Cl)ccc2n1CCNc1ncc(C(F)(F)F)cc1Cl,1%,?,11µM*,-17%,30%,1,-1%,-5%,22%,-5%,5µM*
COc1ccccc1CNC(=O)c1cc(S(=O)(=O)N2CCCC2)cn1C,0%,4%,41%,1%,-18%,-6,0%,-1%,-1%,-1%,5%
CCCOc1ccc(C2C(C(=O)c3ccc(C)o3)=C(O)C(=O)N2Cc2ccco2)cc1OCC (centres undefined),1%,-6%,3%,-1%,-21%,-1,-4%,2%,46%[activator],-2%,1%
Cc1ccc(CCNC(=O)C23C[C@H]4C[C@@H](C2)CC(n2nnc(C)n2)(C4)C3)cc1,7%,-9%,31%,-4%,8%,0,6%,4%,-7%,-7%,-2%[10 µM]
Cc1ccc(S(=O)(=O)N2CCOCC2)cc1NC(=O)COC(=O)c1cc[n+]([O-])cc1,-6%,7%,/,-5%,/,-16,/,/,/,-5%,/

# 2 entries picked at random from those above:
SMILES,Mito fusion act,ELG1 repair inh,RORg inh,NPC1 prom act,Menin-MLL TR inh,KCNH2 3.1 block,FLuc modulator,PKM2 act,MBNL1 CUG block,Rab9 promoter act,Gal4-VP16 FLuc
Cc1ccc(S(=O)(=O)NCCCCCC(=O)Nc2c(C)n(C)n(-c3ccccc3)c2=O)cc1,5%,-5%,?,-8%,-22%,-1,5%,0%,-1%,2%,-23%
O=C(CSc1nnc2ccc(-c3ccccn3)nn12)Nc1ccc(F)cc1F,-1%,-8%,/,-8%,/,-5,0%,/,/,-5%,/

# Further entries follow:
SMILES,Mito fusion act,ELG1 repair inh,RORg inh,NPC1 prom act,Menin-MLL TR inh,KCNH2 3.1 block,FLuc modulator,PKM2 act,MBNL1 CUG block,Rab9 promoter act,Gal4-VP16 FLuc
O=C(NC(=S)NCc1ccccc1)C1CCCCC1,-5%,-4%,1.6µM*,-2%,7%,-5,4%,-2%,-2%,-2%,7.1µM*
Cc1cccc(-c2noc(CN(C)C(=O)c3ccoc3C)n2)c1,-1%,22%,13%,4%,-11%,7,?,-2%,-5%,6%,2%
COc1cc2c(cc1OC)C1Cc3ccc(OC)c(OC)c3CN1CC2 (centres undefined),0%,?,-30%&2%,2%,-2%&-15%,7,1%,0%,?,12%,3%&-9%
CCCn1c(C)nc2cc(Cl)c(N3CCN(c4nc(-c5ccc(C)cc5)cs4)CC3)cc21,-5%,-18%,4.5µM*,-4%,10%,-11,0%,0%,-5%,-8%,?
O=C(NCc1cccnc1)c1ccc(Cn2cc(C(F)(F)F)ccc2=O)cc1,-7%,0%,-5%,-3%,0%,2,-2%,-7%,-20%,17%,8%
Cc1ccc2oc(=O)c3cc(C(=O)NCCCN4CCCC(C)C4)sc3c2c1 (centres undefined),1%,9%,-33%,-20%,/,15,5%,/,6%,3%,-4%
Cc1cccc(C)c1NC(=S)Nc1ccccc1C(=O)NCc1ccco1,-1%,11%,?,1%,-7%,-29,2%,21%,-7%,-4%,-27%
Cc1nnc(NC(=O)c2ccccc2Oc2ccccc2)s1,-6%,1%,-20%,-10%,-22%,-19,-7%,-2%,-3%,-2%,-2%
COc1cccc(NS(=O)(=O)c2ccc(-n3cccn3)cc2)c1,3%,-10%,18%,-2%,/,-10,3%,/,-10%,-4%,?
COc1ccc(C(=O)Nc2cc(-c3ccccc3)nn2-c2ccccc2F)cc1,10%,?,/,-1%,/,8,?,/,/,0%,/
